Source: PubChem
HSP90 inh: inhibitors of HSP90 luciferase refolding in rabbit reticulocyte lysate. luciferase refolding luminescence, 3 h. inhibition, % at 5.6 µM. actives 0.91% (n = 290,000);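 active means inhibition above the screen-wide mean plus 3 SD, computed separately per campaign, cut at about 16% in these data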;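 further: 0% = DMSO wells and 100% = 60 µM geldanamycin wells; inhibitors lower the luminescence because luciferase stays unfolded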
HDAC3 inh: inhibitors of human histone deacetylase 3; AID 2718; O15379; actives 0.15% (n = 320,000); recombinant HDAC3, fluorogenic peptide/trypsin coupled, fluorescence; inhibition, % at 8.3 µM; in the data active means inhibition above about 26%, passing the limit was not always enough; inconclusive means no clear call, values can overlap the other calls
Target sequence (O15379 whole entry, looked up): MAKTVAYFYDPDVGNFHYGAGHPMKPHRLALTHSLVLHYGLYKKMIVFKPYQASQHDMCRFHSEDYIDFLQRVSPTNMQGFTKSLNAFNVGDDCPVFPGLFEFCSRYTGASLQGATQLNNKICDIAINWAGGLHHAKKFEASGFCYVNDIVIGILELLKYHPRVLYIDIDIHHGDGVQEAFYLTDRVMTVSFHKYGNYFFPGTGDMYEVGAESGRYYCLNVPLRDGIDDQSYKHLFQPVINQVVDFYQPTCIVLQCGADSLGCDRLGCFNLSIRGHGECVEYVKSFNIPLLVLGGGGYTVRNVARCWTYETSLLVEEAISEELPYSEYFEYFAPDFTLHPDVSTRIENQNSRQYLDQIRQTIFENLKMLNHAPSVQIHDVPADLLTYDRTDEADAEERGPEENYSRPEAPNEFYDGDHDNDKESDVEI
KLF5 inh: kruppel-like factor 5 inhibition. DLD-1 KLF5 promoter-luciferase reporter, luminescence. inhibition, % at 5 µM. actives 0.23% (n = 290,000);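 active means inhibition above a per-plate limit of that plate's mean compound inhibition plus 3 SD, cut at about 60% in these data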;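 further: 0% = DMSO wells and 100% = LY294002 at 200 µM; higher means less KLF5 promoter-driven luciferase light; inactives centre near -14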
HSF1 inh: HSF1 inhibition | NIH3T3-HGL HSE-luciferase, MG132-induced, luminescence 8 h; stronger effect = lower value | activity change, negative = inhibition, % at 7.5 µM (by protocol) | actives 0.77% (n = 300,000);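 active means more than half of replicate wells show activity change below -50%, luminescence cut by over half; inconclusive means some wells, but at most half, below -50%; inactive means no replicate well below -50%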;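 further: luciferase reports HSF-1 transcriptional activity via heat shock element; 0% = median of DMSO wells and -100% = zero luminescence signal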
aSyn UTR inh: 5' untranslated region of α-synuclein, MLPCN primary screen | inhibition, % (tested at 7.5 µM) | alpha-synuclein 5'UTR reporter, inhibitor activity | actives 0.82% (n = 300,000); in the data active means inhibition above about 60%; inconclusive means no clear call, values can overlap the other calls;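 further: H4 neuroglioblastoma cells stably carrying SNCA 5'UTR luciferase fusion; 0% = DMSO wells and 100% = positive control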
HIF activator: HIF pathway transcriptional activation. U2OS HRE-luciferase reporter, luminescence; normalized: DMSO 0%, desferrioxamine 100%. activation, % at 7.5 µM (by protocol). actives 0.32% (n = 300,000). AID 1910;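 active means mean activation of at least 10% of the iron chelator positive control signal, with at least half of replicates also reaching 10%; inconclusive means mean and replicate majority disagree about reaching 10%; inactive means mean and most replicates under 10%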
Platelet DG rel: platelet dense granule release activity | inhibition, %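 (compounds screened at 7.5 µM in platelet-rich plasma)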 | human platelet-rich plasma, SFLLRN dense granule ATP release, luminescence | actives 0.22% (n = 300,000);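 active means mean replicate score, as percent of positive control, at or above 50; inconclusive means mean below 50 but at least one replicate at or above 50; inactive means mean and every replicate below 50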
HSF-1 act: increases HSF-1 driven luciferase reporter signal; NIH3T3-HGL HSF-1 luciferase reporter, MG132, 8 h; 100% = twice DMSO control signal; activation, % at 9 µM; actives 1.7% (n = 300,000); AID 504408;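 active means mean replicate activation of at least 50% with a set share of replicates each reaching 50%; inconclusive means only one of those two conditions met; inactive means mean below 50% and too few replicates reaching it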;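 further: 0% = median of the neutral control wells and 100% = twice that signal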
IEC-6 tox: kills IEC-6 intestinal cells in KLF5 counter-screen. actives 0.78% (n = 290,000). IEC-6 cytotoxicity, luminescence viability. inhibition, % at 5 µM; in the data active means inhibition above about 22%;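 further: 0% = plate median of test compound wells and 100% = cytotoxic reference compound wells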
AI-2 QS modul: modulators of Vibrio harveyi AI-2 quorum sensing system; Vibrio harveyi JMH597 AI-2 luminescence/OD600 ratio, 9 h; stronger effect = lower value; strain lacks LuxN and CqsS sensors; 0 = neutral-control median; AID 2094; actives 0.4% (n = 300,000); activity change, % at 7.5 µM; in the data active means activity change below about -75%, passing the limit was not always enough; inconclusive means no clear call, values can overlap the other calls;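 further: luminescence divided by OD600 gain over 9 h not by final OD600 alone; inactives centre near 13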
* hit, by the source's call; ? = inconclusive; / = no result given.

SMILES	HSP90 inh	HDAC3 inh	KLF5 inh	HSF1 inh	aSyn UTR inh	HIF activator	Platelet DG rel	HSF-1 act	IEC-6 tox	AI-2 QS modul
NC(=O)c1ccc(-n2nnnc2SCC(=O)Nc2ccc(N3CCOCC3)c(Cl)c2)cc1	4.1	-0.2	-19.8	-3.5	-8.0	-0.2	-4.0	2.4	4.7	25.0
O=C(C/C=N\OCc1ccc([N+](=O)[O-])cc1)Nc1ccccc1	1.3	0.0	-27.9	4.5	-9.0	0.1	7.7	4.7	-3.8	14.0
CCOc1ccc(S(=O)(=O)N(C)CC(=O)NC2CC2)cc1	6.4	-5.3	-8.0	-2.9	-8.9	-0.6	-3.2	-15.0	6.0	24.8
CC(C)(C)c1nc(SCC(=O)NNC(=O)c2ccccc2)c2ccccc2n1	4.0	3.7	-9.1	3.8	-1.3	0.2	-3.3	17.1	-3.5	6.9
O=C(Nc1ccccc1N1CCOCC1)c1cnccn1	4.8	-0.5	14.7	-9.0	16.0	2.4	7.0	-9.4	1.4	14.8
O=C(CSc1ncnc2sc(-c3ccccc3)cc12)NC1CCS(=O)(=O)C1 (stereo unspecified)	3.0	1.8	-25.3	-4.2	-36.0	0.3	-1.6	2.0	-0.5	13.3
CC1(C)CC(=O)C=C(Nc2ccc([N+](=O)[O-])cc2)C1	-5.0	0.5	-7.5	0.1	13.9	-26.5	-3.6	-0.2	2.7	-1.9
Cc1ccc(N2CS(=O)(=O)/C(=C/N(C)C)C2=O)cc1	-0.8	4.7	-115.8	10.3	-108.0	0.7	11.5	13.4	-3.6	7.6
O=C(COC(=O)c1ccc(O)cc1)NC1CCCC1	-0.6	-3.0	-34.1	7.2	1.4	-16.6	-2.2	-0.3	-0.7	29.8
O=C(c1cc(C(=O)N2CCCC2)cc([N+](=O)[O-])c1)N1CCCC1	-1.1	8.6	-1.4	-4.4	6.9	-0.8	-2.7	-13.9	-0.5	15.4
COc1ccc(-c2nnc(SCC(=O)Nc3ccc4c(c3)OCCO4)n2N)cc1OC	1.4	1.0	8.0	-3.9	-0.9	0.1	20.2	44.2	-1.6	3.8
CCN(CC)S(=O)(=O)c1ccc(NC(=O)COc2c(OC)cccc2OC)cc1	-1.3	12.3	7.8	0.4	0.7	-1.2	-6.5	10.6	-3.2	-2.6
CCOC(=O)CSc1nc2ccccc2c(=O)n1-c1ccc(C)cn1	-2.7	1.9	-8.3	-4.7	7.4	0.2	-1.9	-1.9	0.4	17.0
Cn1c(=O)c2c(SCC(=O)Nc3ccccc3F)nc(-c3ccccc3F)nc2n(C)c1=O	1.4	-1.1	-29.1	-2.5	-39.1	-1.1	-6.0	-7.8	-4.0	19.3
CN(CC(=O)Nc1ccccc1Cl)C(=O)CSc1nnc(N)s1	/	-1.3	/	1.2	-0.4	0.5	-2.8	-14.2	/	-2.6
COc1cccc(CN2CC(C(=O)NCCc3ccccc3C(F)(F)F)CCC2=O)c1 (stereo unspecified)	-3.1	6.7	-15.8	9.7	-13.6	0.3	1.3	-2.3	6.4	8.6
CCOC(=O)/C=C(C)\C=C\c1c[nH]c2ccccc12	-0.7	5.1	7.0	-3.2	-46.6	0.6	5.0	-1.2	11.7	7.4
C/C(=N\NC(=O)c1ccc(Cl)c(Cl)c1)c1ccc(Br)s1	-3.4	-1.1	20.7	-2.4	90.6*	0.0	-3.0	-11.5	-7.6	29.7
CCCCCCSc1ccc([C@H]2N[C@@](C)(C(=O)OC)[C@H]3C(=O)N(CC)C(=O)[C@@H]23)cc1	/	?	/	7.8	2.1	0.0	-3.1	16.3	/	27.6
CCN(CC(=O)NCc1ccc(Cl)cc1)C(=O)/C=C/c1cc(OC)c(OC)c(OC)c1	2.1	0.6	-38.6	8.9	-0.7	-1.4	-3.0	11.2	-2.2	8.7
CN(C)CCC1Sc2ccccc2Oc2ccccc21 (stereo unspecified)	3.6	-4.0	-24.7	-1.3	-17.7	-3.2	3.7	6.2	-6.6	26.6
CC(C)NC(=O)NC1C2CC3CC(C2)CC1C3 (stereo unspecified)	0.9	1.8	-21.4	-1.8	-0.1	-0.3	4.1	21.6	1.8	26.0
COc1ccc(S(=O)(=O)NCc2ccc(C(=O)N3CCN(c4ccccn4)CC3)cc2)cc1	0.1	-8.1	-20.6	-2.2	17.0	1.4	1.1	-0.5	-0.7	25.9
COc1ccc(S(=O)(=O)Nc2c(C)cc(C)cc2C)c2cccnc12	2.6	-9.3	-12.2	-3.4	21.8	-0.1	-9.1	8.7	3.3	2.6
CCCn1c2ccc(C)cc2c2nnc(SCCN3CCCCC3)nc21	-0.1	/	-30.6	3.7	-15.7	-1.5	-1.8	-2.5	-3.2	8.0
O=C(COC(=O)c1c(F)cccc1F)Nc1ccc2[nH]c(=O)[nH]c2c1	-4.0	-0.4	-17.5	1.0	-5.5	-0.1	10.8	-3.8	1.3	-19.5
COc1ccc(C(=O)Nc2nnc(SCC(=O)NC3CCCC3)s2)c(OC)c1	10.6	-6.0	-11.2	9.4	?	-3.1	-7.4	29.7	-5.1	11.7
CCOC(=O)c1sc(NC(=O)c2ccc(=O)[nH]c2)nc1C	2.5	4.0	-30.9	3.4	-12.9	0.4	-2.8	12.1	2.9	/
Cc1ccc(C)c(-c2cc(C(=O)N/N=C/c3cccnc3)c3ccccc3n2)c1	4.7	/	-17.3	-2.0	-18.8	0.0	10.1	1.5	3.9	30.3
N=C1C(c2nc3ccccc3c(=O)[nH]2)=C(O)CN1CCc1ccccc1	1.4	-6.8	-21.8	2.2	19.8	0.1	11.6	2.9	10.6	11.8
CO/N=C\CC(=O)Nc1ccc(F)cc1	2.7	3.7	-21.8	-4.6	-9.6	-0.5	-1.4	-4.9	3.1	13.7
O=C1CCc2cc(S(=O)(=O)NC(Cc3ccccc3)C(=O)NC3CCCCC3)ccc2N1 (stereo unspecified)	-4.7	-3.9	-20.9	2.9	10.4	/	0.4	7.3	-2.4	21.2
Cn1cnnc1SCC(=O)OCN1C(=O)c2ccccc2C1=O	0.9	2.7	-13.9	5.1	12.9	-0.5	-3.1	-2.4	6.9	18.0
O=C1c2cccc3cccc(c23)C(=O)N1CCCCCc1n[nH]c(=S)o1	-2.7	10.4	-7.0	-2.4	19.3	0.5	-2.8	10.3	-7.5	6.2
CCN(CC)c1ccc(NC(=O)CCCOc2cccc(C)c2)cc1	-3.0	/	-7.1	-1.7	11.1	-0.3	1.0	-5.1	0.7	14.1
C=CCOc1cccc(/C=C/c2nc3ccccc3c(=O)[nH]2)c1	-1.1	1.4	-124.9	29.2	-181.9	6.2	5.0	33.2	-3.1	5.4
COc1ccc(Cl)c2sc(N3CCN(C(C)=O)CC3)nc12	-3.5	1.0	-20.5	-24.5	15.9	0.0	-7.9	-43.1	-1.0	3.6
CN1c2ccccc2C(O)=C(C(=S)Nc2ccc(Cl)cc2)S1(=O)=O	5.6	7.0	-11.2	27.5	-53.3	0.1	6.0	59.9*	-3.2	11.3
O=C(NCCC(=O)N1CCC2(CC1)NCCc1[nH]cnc12)c1cccc(Cl)c1	2.4	-9.9	-23.9	-3.8	14.4	0.3	-3.9	11.3	-0.3	9.0
CCOc1cccc(C(=O)Nc2cccc(-c3nc4ncccc4o3)c2C)c1	3.4	-3.7	3.0	14.2	-27.9	0.1	-7.5	15.2	-1.0	-4.6
Cn1c(O)c(N=NC(=O)CNC(=O)c2ccccc2)c2ccccc21	5.5	3.1	-4.5	-3.9	9.4	1.1	0.0	-9.6	0.3	21.6
O=C(Cn1c2ccccc2c(=O)c2ccccc21)Nc1cccc(F)c1	-4.2	2.9	10.8	-0.7	5.7	-0.6	-0.4	-0.3	-7.9	17.7
CS(=O)(=O)Nc1ccc(C(=O)N2CCc3ccccc3C2)cc1	-3.5	-5.0	0.4	/	-5.7	-0.1	-1.7	/	-4.1	22.2
Cc1cc(-c2nn(-c3ccccc3F)cc2CNCCc2cnc[nH]2)c(C)s1	0.8	5.1	-13.9	6.5	-7.0	1.3	-3.6	12.8	-3.4	4.6
[O-][n+]1c2ccccc2c2n1CCN=C2c1ccc(Cl)cc1	/	3.9	/	7.0	-54.6	0.8	-2.1	4.9	/	10.5
O=C(Nc1ccc(Cl)cc1)N1CCCN(Cc2ccccc2F)C1	-2.4	2.4	-19.7	-9.0	0.7	-0.3	-6.2	-10.6	-2.2	43.3
Cc1ccc(C)c(NC(=O)C2CCCN2C(=O)OC(C)(C)C)c1 (stereo unspecified)	-2.9	-1.0	10.7	-0.4	26.3	0.0	-3.3	-19.9	-8.6	27.1
CCCCn1c(N)c(N(CCOC)C(=O)CSCc2ccc(Cl)c(Cl)c2)c(=O)[nH]c1=O	/	6.1	/	3.2	-11.2	-0.3	/	15.8	/	16.6
O=C(Nc1ccncc1)C1(c2ccccc2)CCCC1	1.3	8.8	-22.0	5.0	8.1	0.1	-0.1	7.5	0.2	25.6
O=S(=O)(c1ccccc1)c1cnn2c(C(F)(F)F)cc(-c3ccccc3)nc12	-0.9	-33.1	1.6	-1.8	33.5	-0.6	-3.3	-1.9	-7.0	4.8
The list continues.
SMILES	HSP90 inh	HDAC3 inh	KLF5 inh	HSF1 inh	aSyn UTR inh	HIF activator	Platelet DG rel	HSF-1 act	IEC-6 tox	AI-2 QS modul
O=C(Nc1ccc(N2CCN(C(=O)c3ccco3)CC2)c(Cl)c1)c1cc2ccccc2o1	2.5	9.8	-30.9	-73.6*	-26.3	0.9	-12.9	-73.0	3.3	23.0
COc1ccccc1OCC(=O)N/N=C/C=C/c1ccc([N+](=O)[O-])o1	-5.2	/	17.2	21.2	-54.0	0.4	4.1	28.1	-4.5	-93.8*
COc1ccc(OC)c(CN2CCN(Cc3cc(=O)oc4cc(O)ccc34)CC2)c1	3.8	-32.3	11.8	-4.4	19.5	-1.7	2.9	-12.2	-9.3	18.0
CCOc1cc(S(=O)(=O)N2CCN(c3ccc(F)cc3)CC2)c(OCC)cc1-n1cnnn1	-0.2	6.0	-25.0	-0.3	3.4	0.1	12.6	0.7	2.7	15.3
N#C/C(=C\c1ccccc1Cl)C(=O)Nc1ccccn1	2.8	-5.8	-40.9	-5.8	-4.6	-0.1	-1.4	7.6	-2.0	9.0
Cc1cc(=O)c(C(=O)O)nn1-c1ccccc1F	5.5	-4.4	3.8	3.0	13.2	-0.3	-25.4	27.6	2.9	10.1
Cc1cc(C)nc(-n2ncc3c2CC(c2ccc(C(C)C)cc2)CC3=O)n1 (stereo unspecified)	-1.1	4.1	-18.3	8.7	2.5	0.1	6.0	12.3	-1.5	28.2
CCN(C(=O)CSc1nc2cc(C(F)(F)F)ccc2n1Cc1ccccc1)C1CCS(=O)(=O)C1 (stereo unspecified)	-0.1	11.5	-44.1	-0.4	9.8	-0.1	1.3	0.3	-3.5	-0.2
COC(CNC(=O)c1ccc(N2CCCC2=O)cc1)OC	3.7	-0.6	-36.0	1.5	-18.5	0.0	0.7	9.8	4.5	18.4
